LYP phosphatase: inhibitors of LYP phosphatase, biochemical, fluorescence intensity, uHTS (AID 1779); one-dose inhibition, % at 11.5 µM; IC50 in µM for titrated hits; recombinant LYP phosphatase, fluorescence intensity; higher % means a stronger effect; 290,000 tested, 0.054% active; in the data active means inhibition above about 50%;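 further: plate controls were vehicle with enzyme for no effect and no enzyme for full effect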
West Nile virus CPE: West Nile virus antiviral activity, cell-based, CPE readout (AID 1621); West Nile virus-infected cells, CPE inhibition; higher % means a stronger effect; one-dose CPE inhibition, % at 10 µM; IC50 in µM for titrated hits; 290,000 tested, 0.02% active; in the data active means a potency from the dose series; inconclusive means CPE inhibition mostly from about 3.7% at the one dose, without a potency; inactive means the rest, 99 in 100 with CPE inhibition below about 2.2%; further: strong numbers were not always called active
NS5 inhibitors: Dengue-2 NS5 methyltransferase inhibitors, primary screen, biochemical, confirmation dose response (AID 588689). 340,000 tested, 0.3% active. inhibition, % at 25 µM; hits with a dose series show IC50 in µM. Genome polyprotein (Dengue virus type 2 (strain 16681-PDK53)). Dengue-2 NS5 methyltransferase capping enzyme assay, biochemical; higher % means a stronger effect; in the data active means a potency from the dose series; inconclusive means inhibition above about 29% without an active follow-up result
SV40 large T antigen: SV40 large T antigen inhibitors, biochemical (AID 1903) | 310,000 tested, 0.39% active | SV40 large T antigen ATPase/helicase inhibition assay; higher % means a stronger effect | inhibition, % at 20 µM; hits with a dose series show IC50 in µM; in the data active means a potency from the dose series; inconclusive means inhibition mostly from about 32% at the one dose, without a potency; inactive means the rest, 99 in 100 with inhibition below about 32%; further: strong numbers were not always called active
ER stress rescue: rescue of cells from ER stress-induced death, primary screen, 384-well, CSM14.1, thapsigargin, ATP luminescence (AID 1222); CSM14.1 thapsigargin-induced death rescue, ATP luminescence; higher % means a stronger effect; cellular ATP content (survival), % at 20 µM; hits with a dose series show EC50 in µM; 190,000 tested, under 10 active;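 active means EC50 below 50 µM in the dose-response confirmation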;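 further: death triggered by thapsigargin at about 15 µM added after 2 h compound pretreatment; cell ATP read after overnight thapsigargin exposure of roughly 18 to 22 hours; normalized against plate controls of thapsigargin alone and 5% DMSO vehicle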
RSV antiviral HEp-2: RSV antiviral activity via CPE protection, HEp-2 cells, primary 10 µM value included (AID 2391); CPE inhibition, % at 10 µM; hits with a dose series show IC50 in µM; HEp-2 cells, RSV-induced CPE inhibition; higher % means a stronger effect; 310,000 tested, 0.13% active; in the data active means a potency from the dose series; inconclusive means CPE inhibition mostly from about 23% at the one dose, without a potency; inactive means the rest, 99 in 100 with CPE inhibition below about 21%; further: strong numbers were not always called active
PhoP inhibition: inhibitors of PhoP regulon expression, primary screen, Salmonella Typhimurium, GFP reporter (AID 1863). S. Typhimurium PhoP-regulated promoter GFP reporter, 4 h; higher % means a stronger effect. one-dose inhibition, % at 50 µM; IC50 in µM for titrated hits. 300,000 tested, 0.16% active;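 active means inhibition over 29.93%, a cutoff 3 SD above the screen mean, later confirmed by dose response; inconclusive means inhibition over 29.93% but no dose response follow-up; inactive means inhibition at most 29.93% or unconfirmed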;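 further: 0% = low Mg2+ inducing control and 100% = high Mg2+ repressing control; strong numbers were not always called active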
Rac1 GTP hydrolysis: MgcRacGAP GTPase-activating activity inhibitors, confirmation, biochemical, ADP Hunter fluorescence. inhibition, % at 30 µM; hits with a dose series show IC50 in µM. MgcRacGAP-stimulated Rac1 GTP hydrolysis, ADP Hunter fluorescence; higher % means a stronger effect; GST-tagged Rac1 F28L mutant substrate. 340,000 tested, 0.6% active;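 active means first-screen hits whose inhibition reached a set limit at any dose in the follow-up dose series; inconclusive means inhibition above the set first-screen limit but never retested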;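 further: fluorescence reports GDP produced by GAP-driven GTP hydrolysis; strong numbers were not always called active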
GPR35 arrestin U2OS: GPR35 antagonists blocking zaprinast-driven arrestin recruitment, primary screen, imaging, U2OS, beta-arrestin-GFP, zaprinast agonist (AID 2058) | G-protein coupled receptor 35 (Homo sapiens) | one-dose inhibition, % at 10 µM; IC50 in µM for titrated hits | 290,000 tested, 0.052% active | U2OS GPR35 beta-arrestin-GFP translocation imaging, zaprinast antagonism; higher % means a stronger effect;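 active means inhibition of at least 50% with at least 30 cells and total cytoplasm GFP at most 10,000,000; inconclusive means under 30 cells or total GFP of 10,000,000 plus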
* marks the source's active call; other numbers are inactive results; u = inconclusive; x = not tested or not shown.

SMILES | LYP phosphatase | West Nile virus CPE | NS5 inhibitors | SV40 large T antigen | ER stress rescue | RSV antiviral HEp-2 | PhoP inhibition | Rac1 GTP hydrolysis | GPR35 arrestin U2OS
O=c1cc(O)c2sc3nc(C(F)(F)F)c4c(c3c2[nH]1)CCCCC4 | 1.6% | -0.2% | -6.0% | 4.8% | -0.7% | 2.1% | -8.5% | 8.6% | -3.2%
CCn1c(=O)c(C(=O)NCc2ccccn2)c(O)c2ccccc21 | -4.5% | -0.2% | -5.4% | 11.1% | 2.6% | 12.0% | 12.0% | 6.2% | 7.6%
CCOC(=O)c1oc2ccc(S(=O)(=O)n3nc(-c4cc(OC)c(OC)c(OC)c4)cc3N)cc2c1C | -2.8% | 0.4% | 1.6% | 1.4% | 3.3% | 13.0% | 2.5% | 5.4% | -10.1%
CCC(=O)Nc1c(-c2ccc(OC)cc2)c(=O)c2ccccc2n1C | -6.9% | -0.3% | -12.0% | 3.5% | 4.0% | 0.8% | -4.8% | -7.6% | 2.5%
CCC(C(=O)NCCc1ccc(C)cc1)n1nc(C)c2c(C)n(-c3ccccc3)nc2c1=O (centres undefined) | 0.1% | 0.6% | -2.8% | 14.9% | x | 8.5% | 1.4% | -5.2% | 14.4%
CCOc1cc(/C=C2/C(=O)ON=C2C)ccc1OCc1ccc(F)cc1 | -2.3% | -0.1% | 24.8% | -0.9% | 0.1% | 2.3% | 5.0% | 2.2% | -9.0%
CCCn1c(SCC(=O)NCCc2ccccc2)nnc1C(C)C | -1.3% | 0.1% | -4.7% | -0.1% | x | -0.4% | -1.8% | 14.4% | -7.6%
O=C(NC(=S)NNC(=O)c1ccccc1O)c1cccnc1 | -6.8% | 0.3% | -6.3% | 26.6% | 0.9% | -1.3% | 4.5% | 1.8% | 0.8%
Cc1ccc(C(C)C)cc1NC(=O)Nc1ccc([N+](=O)[O-])cc1 | 4.2% | u | -2.0% | 1.0% | x | -1.5% | 3.3% | 1.8% | 8.3%
O=C1/C(=C/c2ccncc2)CCC/C1=C\c1ccncc1 | -2.9% | 2.3% | 5.5% | 11.7% | 1.6% | x | -1.7% | 26.6% | 2.8%
COc1cc2c(cc1OC)C(c1ccccc1C(F)(F)F)CC(=O)N2 (centres undefined) | -9.8% | -2.0% | -0.8% | 12.5% | x | 1.7% | 6.0% | 8.2% | 2.4%
N#CCOc1nc(N2CCOCC2)nc(N2CCOCC2)n1 | -4.5% | 0.1% | -8.2% | -1.7% | x | 0.8% | -1.4% | -0.8% | -6.7%
CC1(c2nnc(-c3cccc(Cl)c3)o2)CC(c2cccc([N+](=O)[O-])c2)=NO1 (centres undefined) | -6.2% | 0.3% | -0.8% | 10.5% | x | 17.8% | -10.0% | 3.6% | -14.5%
O=C(NCc1ccco1)C(c1ccc(F)cc1)N(Cc1cccnc1)C(=O)Cn1nnc2ccccc21 (centres undefined) | -4.4% | -0.2% | -0.7% | 1.2% | -0.5% | 2.6% | 6.3% | 8.6% | -2.6%
COc1ccc(C2CC(=O)NC3=C2C(=O)CCC3)cc1Cl (centres undefined) | -10.7% | 0.1% | -3.4% | 4.5% | -1.4% | -1.8% | 8.3% | 5.2% | 10.8%
O=C(COC(=O)c1cnccn1)NCCc1ccc(Cl)cc1Cl | -3.9% | -0.4% | -3.2% | -4.0% | 0.1% | -0.1% | -5.0% | -4.3% | -4.1%
Cc1ccc(C(=O)N2CCN(CCNC(=O)C(=O)NCc3ccc(Cl)cc3)CC2)cc1 | -11.1% | -0.7% | 6.4% | 4.0% | x | 1.9% | 6.1% | -0.7% | 14.6%
CN(C)S(=O)(=O)c1ccc(NC=O)cc1 | -11.8% | -0.8% | 0.0% | -0.5% | 1.0% | 3.3% | -0.2% | -16.2% | 5.7%
CCOC(=O)C(CC)Sc1nnc2n1C(C)(C)Cc1ccccc1-2 (centres undefined) | 1.4% | -0.4% | -5.5% | -0.6% | 0.6% | 3.7% | -7.2% | 1.9% | 1.2%
COC(=O)c1cc(=O)n(-c2c(Cl)cc(C(F)(F)F)cc2Cl)[nH]1 | -8.3% | 0.3% | 0.8% | 3.3% | x | -0.1% | -1.6% | 10.6% | 21.2%
O=C(CCN1C(=O)C2CC=C(Cl)CC2C1=O)NC1CCCCC1 (centres undefined) | -2.8% | 0.0% | 0.7% | -1.2% | -1.6% | 0.5% | 11.4% | 3.9% | -1.8%
CCOC(=O)C1CCN(C(=O)c2cccc(NC3=NC4CS(=O)(=O)CC4S3)c2)CC1 (centres undefined) | -8.5% | 1.7% | -4.1% | 3.1% | x | 2.3% | x | 0.2% | -2.9%
Cc1cc(C)cc(NC(=O)COC(=O)CN=C2NS(=O)(=O)c3ccccc32)c1 | 5.9% | 0.1% | -14.3% | 5.7% | 0.2% | 1.3% | 10.4% | 4.0% | 15.6%
Cc1ccccc1OCCN1CCC(Cc2ccccc2)CC1 | -3.1% | -0.1% | 5.2% | 9.2% | -2.5% | -1.9% | -7.5% | 30.8% | -4.3%
Cc1cc(C)n(NC(=S)NC2CCCC2)c(=O)c1C#N | -3.8% | 0.0% | -2.4% | 10.8% | x | 1.4% | -4.0% | 14.0% | -1.2%

The closing 2 records of the part above open the next one.
SMILES | LYP phosphatase | West Nile virus CPE | NS5 inhibitors | SV40 large T antigen | ER stress rescue | RSV antiviral HEp-2 | PhoP inhibition | Rac1 GTP hydrolysis | GPR35 arrestin U2OS
Cc1ccccc1OCCN1CCC(Cc2ccccc2)CC1 | -3.1% | -0.1% | 5.2% | 9.2% | -2.5% | -1.9% | -7.5% | 30.8% | -4.3%
Cc1cc(C)n(NC(=S)NC2CCCC2)c(=O)c1C#N | -3.8% | 0.0% | -2.4% | 10.8% | x | 1.4% | -4.0% | 14.0% | -1.2%
COCCCNC(=O)/C(C#N)=c1\s/c(=C\c2ccccc2OC(F)F)c(=O)n1CCCOC | 0.9% | -0.3% | -7.2% | -1.6% | -2.2% | 2.0% | -14.8% | 2.2% | 15.8%
CCCn1c(=N)c(C(=O)NC2CCCC2)cc2c(=O)n3cccc(C)c3nc21 | -36.4% | -0.7% | 2.1% | 11.2% | 6.9% | -0.6% | -13.7% | 13.6% | 6.6%
CC(=O)N1CCN(S(=O)(=O)c2ccc(S(=O)(=O)NC3CCCCC3)cc2)CC1 | -9.9% | -0.2% | 0.8% | 1.8% | x | 1.9% | 4.6% | 9.2% | 9.6%
CCNc1nc(Oc2ccc(C(=O)OC)cc2)nc(N(C)C)n1 | -6.5% | 0.2% | 2.8% | 1.8% | 1.7% | 1.8% | -2.9% | 8.3% | 3.8%
O=C(N/N=C/c1cccs1)c1ccc(NC(=O)c2ccccc2Cl)cc1 | 4.6% | -0.5% | -7.3% | 2.3% | -0.9% | 3.1% | -5.3% | 11.4% | -13.0%
CCOc1ccccc1NC(=O)Cn1c(=O)oc2cc(Cl)ccc21 | -8.6% | -0.9% | 3.3% | 5.1% | x | 1.8% | 7.9% | -7.4% | 9.2%
O=C(CSc1nc2ccccc2o1)Nc1ccc(N2CCOCC2)c(Cl)c1 | -0.3% | 1.1% | 2.4% | 30.1% | -0.2% | 8.8% | 50.6% | 8.4% | 8.2%
CN(Cc1cccc2cnccc12)C(=O)CCc1nnc(CCc2ccccc2)o1 | -10.4% | -1.9% | -6.2% | 6.5% | 3.7% | 4.9% | -1.9% | 4.7% | 2.8%
Cc1nccn1-c1ccc(C=O)cc1 | -7.1% | 0.2% | -3.1% | 4.2% | 1.4% | -0.1% | -1.9% | 2.2% | -0.2%
CC(C)c1cccc(C(C)C)c1NC(=O)COC(=O)C1=COCCO1 | -7.5% | 0.5% | 5.3% | 10.8% | -0.8% | -0.8% | -2.6% | 6.5% | -9.3%
COc1ccc(OC)c(S(=O)(=O)NCc2cn3cccc(C)c3n2)c1 | -4.2% | 0.3% | 3.5% | 18.6% | 1.7% | -0.9% | 4.5% | 1.8% | 1.9%
CCc1c(C)c(C#N)c2nc3ccccc3n2c1Nc1c(C)n(C)n(-c2ccccc2)c1=O | -9.6% | -0.3% | -2.6% | 18.3% | 0.1% | 2.0% | 4.6% | 5.3% | -11.3%
CCn1c(Cc2c(C)[nH]c3ccccc23)n[nH]c1=S | -1.3% | -0.3% | -8.1% | 28.7% | -0.4% | 0.2% | 31.0% | 9.1% | -2.3%
CC(C)N(CCCNC(=O)Cn1c(=O)c2cccn2c2ccccc21)Cc1ccccc1 | -2.2% | -0.5% | -2.7% | 14.2% | x | 0.1% | -0.2% | -12.5% | 0.4%
CC(=O)N1CCc2cc(NC(=O)c3ccc(C)cc3)ccc21 | 5.8% | 0.3% | -4.8% | 3.3% | x | 4.5% | -3.3% | 5.4% | -2.0%
O=C(N/N=C/c1cc(Br)c(O)c(Br)c1)c1cccnc1 | -1.2% | 0.7% | 1.3% | 17.5% | x | 3.0% | -1.1% | 11.6% | -0.8%
CC(C)n1c(SCC(=O)Nc2nc3c(s2)CCCC3)nc2c1c(=O)n(C)c(=O)n2C | 1.4% | -0.8% | 4.1% | 17.3% | 0.6% | 6.2% | 2.7% | 11.1% | -15.3%
CC1(C)CC(=O)c2cc(OCC(=O)N3CCOCC3)ccc2O1 | -4.5% | -0.4% | 0.8% | 4.3% | -2.4% | 1.2% | 7.6% | 3.1% | -5.2%
OC(COCC1COc2ccccc2O1)CN1CCCCC1 (centres undefined) | -6.4% | -0.3% | -30.1% | -2.2% | 0.1% | -0.8% | 15.5% | 6.4% | -4.1%
Cc1ccccc1-n1nnnc1SC(C)C(=O)NC1CCCc2ccccc21 (centres undefined) | 1.5% | -0.7% | -0.6% | 10.4% | -1.7% | 2.5% | -14.4% | 3.8% | -8.4%
O=C(O)c1ccccc1-c1ccccc1C(=O)Nc1ccccc1 | -7.9% | 0.7% | x | 8.1% | -0.3% | -0.1% | 3.6% | 8.3% | 1.5%

Three compounds drawn at random from the list so far, as already listed:
SMILES | LYP phosphatase | West Nile virus CPE | NS5 inhibitors | SV40 large T antigen | ER stress rescue | RSV antiviral HEp-2 | PhoP inhibition | Rac1 GTP hydrolysis | GPR35 arrestin U2OS
CCc1c(C)c(C#N)c2nc3ccccc3n2c1Nc1c(C)n(C)n(-c2ccccc2)c1=O | -9.6% | -0.3% | -2.6% | 18.3% | 0.1% | 2.0% | 4.6% | 5.3% | -11.3%
CC(C)n1c(SCC(=O)Nc2nc3c(s2)CCCC3)nc2c1c(=O)n(C)c(=O)n2C | 1.4% | -0.8% | 4.1% | 17.3% | 0.6% | 6.2% | 2.7% | 11.1% | -15.3%
CCNc1nc(Oc2ccc(C(=O)OC)cc2)nc(N(C)C)n1 | -6.5% | 0.2% | 2.8% | 1.8% | 1.7% | 1.8% | -2.9% | 8.3% | 3.8%
